# KB-V1 cytotox – kills drug-selected multidrug resistant KB-V1 cells. hit rate 3.4% among 400,000. KB-V1 MDR cells viability, CellTiter-Glo, 72 h. AID 1347076. Potency, µM (top dose mostly 46.1 µM), for the others: at the highest dose activity change, negative = cytotoxicity, actives largely listed as cytotoxic; further: potency means the concentration at half of the fitted maximal effect; on the % scale 0 is the no-effect control and ±100 the full control effect; nearly all actives have a fitted effect of over 60% in size
#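 qHTS viability screen in drug-selected KB-V1 MDR cells: 72 h compound treatment at 37 degrees C, ATP luminescence end point.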
# KB-3-1 cytotox – KB-3-1 parental cell cytotoxicity. KB-3-1 viability, CellTiter-Glo ATP luminescence, 72 h. Potency, µM (top dose mostly 46.1 µM), without a hit: top-dose activity change, negative = cytotoxic, actives largely listed as cytotoxic. hit rate 1.4% among 400,000; further: potency means the concentration at half of the fitted maximal effect; on the % scale 0 is the no-effect control and ±100 the full control effect; nearly all actives have a fitted effect of over 60% in size
#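 KB-3-1 parental drug-naive adenocarcinoma cells in DMEM/10% FBS, incubated 72 h at 37 C with pin-transferred compounds across a concentration series. Viability by CellTiter-Glo luminescence; concentration-response curves fitted after normalization.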
# HT1080-NT tox – kills 2HG-producing HT-1080-NT fibrosarcoma cells | hit rate 1.6% among 360,000 | HT-1080-NT fibrosarcoma viability, CellTiter-Glo ATP luminescence, 48 h | Potency, µM (highest dose often 46.1 µM), without a hit: top-dose activity, negative = less viability, actives largely listed as cytotoxic | AID 686970;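 further: NT is the 2HG producing partner of a matched IDH1 knockdown line; potency means the concentration at half of the fitted maximal effect; 0% = DMSO-treated cells and -100% = media-only wells without cells; nearly all actives have a fitted effect of over 55% in size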
#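 Viability of the 2HG-overproducing fibrosarcoma line after 48 hours of compound exposure at 37 degrees C was determined by luminescence with CellTiter-Glo, and concentration-effect curves were then fitted and categorized.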
# SW480 rerep – inducers of DNA re-replication in SW480 colon cancer cells. SW480 DNA re-replication, Hoechst DNA content imaging, 48 h. Potency, µM (titrated, usually from 46.1 µM), inactives show at the highest dose re-replication activation, actives largely listed as activators. hit rate 1.8% among 340,000. AID 624297; further: potency means the concentration at half of the fitted maximal effect; % of control where 0% means no effect; nearly all actives have a fitted effect of over 55% in size
#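 Per well, 250 cells were exposed to pinned compound for 48 hr. Nuclear DNA was visualised with Hoechst (40 min, 37 C) and total object intensity recorded by fluorescence scanning.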
# D3 antag – antagonists of human D3 dopamine receptor | P35462 | D3R cells, DiscoveRx beta-arrestin luminescence, antagonist mode; hits give low values | max response, negative = inhibition, % | hit rate 2.5% among 360,000 | AID 652054; in the data active means max response below about -50%; inconclusive means no clear call, values can overlap the other calls; further: on the % scale 0 is the no-effect control and ±100 the full control effect; mostly tested at two doses, the higher about 12 µM
# Target sequence (P35462 whole entry, looked up): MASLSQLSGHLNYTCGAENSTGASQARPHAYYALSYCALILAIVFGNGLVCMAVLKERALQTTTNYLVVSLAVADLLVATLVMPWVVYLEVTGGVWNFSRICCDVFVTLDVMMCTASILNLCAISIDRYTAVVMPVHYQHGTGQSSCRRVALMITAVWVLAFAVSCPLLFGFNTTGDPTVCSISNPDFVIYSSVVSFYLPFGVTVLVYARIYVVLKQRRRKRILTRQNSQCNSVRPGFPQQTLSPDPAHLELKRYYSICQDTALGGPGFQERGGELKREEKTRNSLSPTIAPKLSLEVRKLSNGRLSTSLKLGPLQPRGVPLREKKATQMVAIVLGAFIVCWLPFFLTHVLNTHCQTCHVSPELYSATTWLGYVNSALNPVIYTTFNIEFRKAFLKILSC
#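 Cells expressing the human receptor were seeded at 1500 cells/well, incubated overnight at 37 degrees C in 5% CO2, then exposed to library compounds with dopamine controls for 90 minutes at 37 degrees C before luminescent detection.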
# HT1080 IDH1KD tx – HT-1080 IDH1 knockdown cell toxicity (counter line). HT-1080 IDH1 knockdown viability, ATP luminescence, 48 h. Potency, µM (series often up to 46.1 µM), for the others: at the top dose activity, negative = toxicity, hits mostly cytotoxic. hit rate 2% among 360,000;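 further: potency means the concentration at half of the fitted maximal effect; 0% = DMSO wells and -100% = cell-free medium wells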
#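 After a 2 h attachment period, IDH1KD HT-1080 cells took pin-transferred compound for 48 h at 37 °C; ATP-based luminescence after 10 min room-temperature reagent incubation reported viability.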
# GLP-1R agonist – agonists of human GLP-1 receptor; HEK293 GLP-1R CRE-luciferase, luminescence, 4-6 h; cells express a hypersensitive GLP-1R form; Potency, µM (highest dose often 45.6 µM), inactives show at the highest dose activation, hits mostly activators; hit rate 0.007% among 380,000; AID 624172; further: potency means the concentration at half of the fitted maximal effect; % of control where 0% means no effect
# Target sequence (P43220 whole entry, looked up): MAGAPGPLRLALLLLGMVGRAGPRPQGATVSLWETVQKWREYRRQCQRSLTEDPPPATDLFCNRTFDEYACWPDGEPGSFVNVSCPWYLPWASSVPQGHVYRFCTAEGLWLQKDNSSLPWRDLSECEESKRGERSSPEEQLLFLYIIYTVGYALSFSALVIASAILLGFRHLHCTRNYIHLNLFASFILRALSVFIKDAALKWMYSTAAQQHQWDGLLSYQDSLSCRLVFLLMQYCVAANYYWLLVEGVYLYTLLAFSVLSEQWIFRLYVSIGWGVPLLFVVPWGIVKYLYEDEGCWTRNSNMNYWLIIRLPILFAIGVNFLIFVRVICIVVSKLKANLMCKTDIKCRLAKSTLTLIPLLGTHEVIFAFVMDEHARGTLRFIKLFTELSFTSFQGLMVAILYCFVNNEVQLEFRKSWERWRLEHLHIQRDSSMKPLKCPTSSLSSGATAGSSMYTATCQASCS
# DRD3 agonist – D3 dopamine receptor (human) agonism. hit rate 0.58% among 410,000. max activation, %. D3R DiscoveRx beta-arrestin cells, luminescence, 90 min. P35462; in the data active means max activation above about 30%; further: 0% is about no effect; mostly tested at two doses, the higher about 12 µM
#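 Agonist mode: compounds and dopamine controls were applied to plated cells for 90 min at 37 degrees C after an overnight attachment at 1500 cells/well. Luminescent read-out followed 30 - 60 minutes at room temperature with DiscoveRx detection reagent.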
# IL1B secr inh – blocks inflammasome-driven IL-1 beta release. hit rate 4.7% among 360,000. THP-1 LPS/ATP IL-1B secretion, AlphaLISA, 16 h; hits give low values. AID 743279. activity change, % at 57.5 µM; in the data active means activity change below about -50%; inconclusive means mostly about -30% to -49%; further: on the % scale 0 is the no-effect control and ±100 the full control effect
#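 Secreted IL-1B measured by AlphaLISA bead assay after 16 h compound exposure of THP-1 cells; compounds (final up to 57.5 uM) added 1 h before LPS (250 ng/mL) and ATP (1.25 mM) stimulation; lower signal means less secretion.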
# * marks the source's active call; other numbers are inactive results; i = inactive; ? = inconclusive; / = no result given; [ ] = dose if it differs, or a comment. Unless noted, the call rests on the fitted dose curve; in most records, active means well fitted curve in the direction sought with a large enough effect; inconclusive means small, poorly fitted or top-dose-only effect, or another doubt; inactive means no such curve, though single readings can be large; an effect the other way counts as inactive or inconclusive.
SMILES,KB-V1 cytotox,KB-3-1 cytotox,HT1080-NT tox,SW480 rerep,D3 antag,HT1080 IDH1KD tx,GLP-1R agonist,DRD3 agonist,IL1B secr inh
CCCCn1c(N)c(N(CCOC)C(=O)c2ccc(C)c(S(=O)(=O)N3CCOCC3)c2)c(=O)[nH]c1=O,11%,22%,7%,-6%,23,6%,0%,2,4
CCCCC(=O)NC(c1cccs1)c1cc(Cl)c2cccnc2c1O (centres undefined),?,?,?,24%,16,?,4%,3,50
CC(=O)c1ccc(N2CCN(C(=O)c3cc(-c4cccnc4)nc4ccc(Br)cc34)CC2)cc1,?,4%,-14%,3%,14,2%,6%,1,-11
COc1cccc(C(=O)Nc2cccc(C(C)=O)c2)c1,14%,-1%,6%,-190%[inhibitor],23,3%,0%,3,14
COc1ccccc1NC(=O)/C=C/c1ccc(OC)c(S(=O)(=O)N2CCOCC2)c1,-19%,14%,-8%,5%,3,-10%,6%,0,-23
O=C(Nc1ccc(OCC(=O)N2CCOCC2)cc1)c1cccc(Cl)c1,-24%,-4%,2%,-6%,12,-2%,0%,6,-9
O=C(CCN1CCCCC1)Nc1ccc(Br)cc1,0%,6%,-21%,1%,-69*,-1%,-3%,-13,3
CS(=O)(=O)N(CC(=O)NCc1ccncc1)c1cc(Cl)cc(Cl)c1,?,4%,-1%,-6%,7,-1%,-3%,-4,-1
Cc1c(NC(=O)C(=O)/C=C(/O)c2ccccc2)c(=O)n(-c2ccccc2)n1C,?,16%,8%,1%,81,8%,-6%,7,9
Cc1ccc(S(=O)(=O)N(C)C)cc1NC(=S)NC(C)CCC(C)C (centres undefined),?,-24%,-6%,?,2,-3%,3%,-15,18
O=C(NCC1CC1)c1ccc(-c2cn[nH]c2)c2ccoc12,-1%,-2%,-1%,/,-9,-10%,17%,0,11
CN(CC(=O)Nc1ccc(F)cc1)C(=O)c1cc(-c2ccco2)nc2ccccc12,-19%,1%,-9%,-16%,10,-19%,7%,9,-14
Cc1ccc(C)c2c1sc(=NC(=O)CN1C(=O)CCC1=O)n2C,-14%,5%,-6%,-19%,-19,11%,3%,-1,2
Cc1ccc2nc(-c3ccc(Br)o3)oc(=O)c2c1,13%,2%,13%,-2%,-8,17%,-11%,-11,21
COc1cc(C(=O)NCCCn2ccnc2)cc(OC)c1OC,0%,4%,8%,-169%[inhibitor],17,5%,-2%,0,1
COc1ccc(N(Cc2cc3ccccc3[nH]c2=O)S(C)(=O)=O)cc1,16µM*,-2%,-1%,-696%[inhibitor],20,-10%,-1%,6,0
CCOC(=O)c1cc(C(=O)c2cc(Cl)ccc2O)coc1=N,-20%,8%,-5%,-30%,2,-7%,9%,9,24
COc1ccc(C(=O)C2CCCN(C(=O)CCC3=NNC(=O)CC3)C2)c(C)c1 (centres undefined),12%,-5%,15%,-7%,4,14%,7%,5,38
COc1ccc(CCN(C)CC(O)COc2ccc(C(C)=O)cc2OC)cc1OC (centres undefined),4%,-14%,11%,0%,1,-8%,7%,-2,-9
COc1cccc(N(CC(=O)NCC2CCCO2)C(=O)CCC(=O)Nc2nccs2)c1 (centres undefined),-1%,18%,2%,-12%,6,10%,5%,3,35
Cc1ccc(NC(=O)CSc2nnc(CNC(=O)c3cccs3)o2)cc1,-11%,-9%,12%,-16%,-4,8%,-2%,-8,8
O=C(CSC1=NC(=O)C(Cc2ccccc2)C(=O)N1)NC1CCCCC1 (centres undefined),-5%,3%,8%,1%,-2,2%,0%,5,13
Cc1ccc2nc(SCC(=O)O)nc(C)c2c1,-11%,15%,10%,-4%,-7,-2%,0%,-7,3
CC(C)OC(=O)C(C)Oc1ccc(C(=O)NCCc2ccccc2)cc1 (centres undefined),-4%,-2%,9%,-1%,-24,15%,0%,-3,0
O=C(CSc1nc(=O)n2ccccc2n1)N1N=C(c2cccs2)CC1c1ccc(F)cc1 (centres undefined),?,-11%,-2%,0%,12,-22%,2%,-14,-7
COc1ccc(C(=O)CCc2ccccc2)cc1,0%,10%,15%,-6%,6,22%,0%,2,-52*
Cc1cc(C)n2nc(SCC(=O)N(CCC#N)c3ccccc3F)nc2n1,5%,0%,4%,-4%,2,5%,-2%,3,32
O=C(NCc1ccc(F)cc1)Nc1cccc([N+](=O)[O-])c1,5%,10%,6%,0%,-4,10%,-7%,1,2
Cc1cc(OC(C)C(=O)NC2CCN(Cc3ccccc3)CC2)c2c(C)cc(=O)oc2c1 (centres undefined),?,?,1%,2%,-62*,0%,11%,-18,15
NS(=O)(=O)c1ccc(CNC(=O)c2ccc3c(=O)n4c(nc3c2)CCC4)cc1,1%,12%,7%,-3%,18,10%,-1%,1,4
COc1ccc(NC(=O)CS(=O)(=O)c2cn(CC(=O)N(C(C)C)C(C)C)c3ccccc23)c(OC)c1,-29%,-2%,15%,15%,10,18%,-15%,-2,i
O=C(CN1C(=O)NC(c2ccc(F)cc2)C1=O)NC1CCCCC1 (centres undefined),-20%,4%,7%,-3%,-6,2%,-19%,3,15
O=C(Cn1cccc1C(=O)c1ccccc1)NCc1ccc2c(c1)OCO2,2%,-12%,-6%,-5%,-8,-7%,2%,-9,-16
C/C(=N\NC(=O)C(O)c1ccccc1)c1ccc(Cl)s1 (centres undefined),4%,6%,2%,21%,9,-2%,1%,3,36
COC(=O)c1cccc(S(=O)(=O)N(Cc2ccco2)Cc2cc3cc(OC)ccc3[nH]c2=O)c1,16µM*,-24%,-28%,4%,26,-28%,-4%,24,-4
OC(COCc1ccccc1)CN1CCN(c2ccccc2F)CC1 (centres undefined),?,0%,-14%,-18%,15,-19%,-5%,51*,28

# Some of these compounds in order of length of the SMILES, ascending.
SMILES,KB-V1 cytotox,KB-3-1 cytotox,HT1080-NT tox,SW480 rerep,D3 antag,HT1080 IDH1KD tx,GLP-1R agonist,DRD3 agonist,IL1B secr inh
C/C(=N\NC(=O)C(O)c1ccccc1)c1ccc(Cl)s1 (centres undefined),4%,6%,2%,21%,9,-2%,1%,3,36
O=C(NCc1ccc(F)cc1)Nc1cccc([N+](=O)[O-])c1,5%,10%,6%,0%,-4,10%,-7%,1,2
O=C(Cn1cccc1C(=O)c1ccccc1)NCc1ccc2c(c1)OCO2,2%,-12%,-6%,-5%,-8,-7%,2%,-9,-16
O=C(CSc1nc(=O)n2ccccc2n1)N1N=C(c2cccs2)CC1c1ccc(F)cc1 (centres undefined),?,-11%,-2%,0%,12,-22%,2%,-14,-7
COC(=O)c1cccc(S(=O)(=O)N(Cc2ccco2)Cc2cc3cc(OC)ccc3[nH]c2=O)c1,16µM*,-24%,-28%,4%,26,-28%,-4%,24,-4

# (more compounds)
SMILES,KB-V1 cytotox,KB-3-1 cytotox,HT1080-NT tox,SW480 rerep,D3 antag,HT1080 IDH1KD tx,GLP-1R agonist,DRD3 agonist,IL1B secr inh
COc1ccc(S(=O)(=O)N2CCC(Cc3ccccc3)CC2)cc1NC(C)=O,-3%,3%,-2%,-9%,-2,1%,-3%,4,1
O=C(CN1C2=NCCN2c2ccccc21)c1ccc2c(c1)OCO2,-15%,0%,0%,26%,-15,?,1%,-10,-81*
CC(=O)Nc1cccc(NC(=O)Nc2ccc(C(C)=O)cc2)c1,19%,2%,?,-5%,-13,25%,-4%,8,16
CCOc1ccc(N2CSC3=C(C#N)C(c4ccco4)CC(=O)N3C2)cc1 (centres undefined),4%,3%,-1%,-5%,-18,10%,-12%,-5,11
Cc1cc(C)cc(NC(=S)Nc2ccc(Cl)c(Cl)c2)c1,?,-2%,?,?,?,?,14%,-2,-24
CCOC(=O)CSc1nc(N2CCOCC2)c2c(c1C#N)CC(C)(C)OC2,0%,14%,2%,-9%,16,10%,-7%,2,0
CC(C)CNC(=O)c1cccc(NC(=O)CCc2ccccc2)c1,-6%,2%,-3%,1%,-5,0%,13%,-2,-11
C=C(C)C(=O)Nc1ccc2nn(-c3ccccc3O)nc2c1,-18%,7%,-5%,/,-25,-12%,1%,-6,-9
COCCNC(=O)c1cc2nc(-c3ccccc3)cc(C)n2n1,4%,0%,-1%,1%,4,9%,10%,4,36
Cc1ccc2c(c1)N(C(=O)CCC(=O)NCCCN1CCOCC1)CC(C)O2 (centres undefined),9%,8%,-6%,4%,-4,3%,3%,2,0
C=CCN(CC=C)C(=O)c1ccc(OC2CCN(Cc3ccccn3)CC2)cc1,?,0%,-14%,-4%,1,-10%,8%,-5,-9
CC1Cc2nc(SCC(=O)N3CCCCC3)n(C)c(=O)c2S1 (centres undefined),?,3%,-1%,/,0,2%,-4%,2,4
CC(C)=CCN1CCN(Cc2nc(C(C)C)cs2)CC1CCO (centres undefined),-12%,-2%,13%,26%,-22,9%,-1%,-29,4
COc1ccccc1/C=N/NC(=O)NC12CC3CC(CC(C3)C1)C2,11%,0%,-1%,-3%,-13,0%,10%,-6,-20
CCOC(=O)N1CCC(N(CCN(C)C)C(=S)Nc2cccc(SC)c2)CC1,0%,0%,0%,-3%,-16,-10%,5%,-11,?
CC(=O)c1cccc(NC(=O)c2cc3ccccn3n2)c1,1%,3%,12%,-1%,?,12%,7%,1,-19
COC(=O)c1ccc(NC(=O)CSc2nc3ncccc3[nH]2)cc1,0%,-7%,-2%,-3%,-14,-5%,1%,-21,22
COc1cccc(NC(=O)CN(C)C(=O)Cc2c(C)nc3ccccc3c2C)c1,-11%,-1%,-3%,-11%,8,-1%,4%,6,8
O=C(NCCCN1CCOCC1)c1cn(-c2ccccc2)nc1-c1ccc(F)cc1,-2%,2%,4%,-5%,-16,3%,0%,-6,-7
CN(C)CCCn1c2c3ccccc3ccc2c2oc(=O)c3ccccc3c21,?,?,-1%,18µM*,10,-26%,9%,-4,-100*
CC(C)c1cc(C(=O)NC2CCCCC2)no1,3%,3%,6%,/,8,5%,-3%,8,1
Cc1ccccc1NS(=O)(=O)c1ccc(OCC(=O)NCC2CCCO2)cc1 (centres undefined),-2%,1%,1%,-3%,3,-8%,1%,-13,0
O=c1cc(Nc2cccc(Br)c2)[nH]c(=O)[nH]1,1%,1%,-1%,0%,15,-4%,-1%,-2,51

# From PubChem
